GRIN3A LBD mod – binders of NR3A ligand-binding domain, primary screen, biophysical, differential scanning fluorimetry, uHTS. Glutamate receptor ionotropic, NMDA 3A (GRIN3A) ligand-binding domain. Tm shift relative to glycine control, % at 25 µM. NR3A LBD differential scanning fluorimetry, Tm shift; 0% = protein alone, 100% = glycine-bound protein. AID 1259313, 2017. 340,000 compounds, 2.5% hits;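 active means melting temperature shift of at least 10% of the positive control shift, at one fixed dose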
hIAP activ – human IAP activators, primary screen, biochemical, luminescence, uHTS; Intestinal-type alkaline phosphatase (Homo sapiens), P09923; purified human IAP, CDP-Star luminescence, 30 min; active compounds read high; 1 = vehicle-only enzyme, 0 = enzyme-free background; activation factor at 10 µM; 330,000 compounds, 0.16% hits;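 active means activation factor of the enzyme at least 2-fold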; further: the source names both 10 and 20 µM as test concentration; values of inactives mirror those of a sister screen read the other way
APOBEC3G inh – APOBEC3G DNA deaminase inhibitors, primary screen, biochemical, fluorescence, single-stranded DNA substrate, uHTS; recombinant A3G, ssDNA deamination FAM/TAMRA fluorescence; inhibition, % at 20 µM; AID 493012, 2011; DNA dC->dU-editing enzyme APOBEC-3G (Homo sapiens), Q9HC16; 330,000 compounds, 0.28% hits;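 active means inhibition of at least 40% at 20 µM, with no more than 30% in the related APOBEC3A deaminase screen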;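 further: plate controls were DMSO wells with A3G for no effect and wells lacking A3G enzyme for full effect; some compounds called inactive have numbers as strong as hits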
Target sequence (Q9HC16 whole entry, looked up): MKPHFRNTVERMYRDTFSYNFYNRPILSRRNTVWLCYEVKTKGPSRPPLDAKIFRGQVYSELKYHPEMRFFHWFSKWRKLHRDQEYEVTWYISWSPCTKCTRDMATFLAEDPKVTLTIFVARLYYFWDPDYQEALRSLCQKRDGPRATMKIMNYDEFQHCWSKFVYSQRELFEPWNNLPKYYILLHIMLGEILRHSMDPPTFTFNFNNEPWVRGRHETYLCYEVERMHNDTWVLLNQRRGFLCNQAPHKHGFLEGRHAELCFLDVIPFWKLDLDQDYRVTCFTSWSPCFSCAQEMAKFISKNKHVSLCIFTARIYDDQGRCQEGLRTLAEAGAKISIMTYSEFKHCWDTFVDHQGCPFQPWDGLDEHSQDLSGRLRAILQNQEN
MPTP inh – mitochondrial permeability transition pore inhibitors, primary screen, biochemical, isolated mouse mitochondria, absorbance; Ca2+ swelling absorbance, 30 min; inhibition, % at 10 µM; 360,000 compounds, 1.4% hits;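 active means inhibition of 50% or more, scaled per plate between neutral and stimulator controls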;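 further: 0% = DMSO wells given calcium and 100% = 1 mM EGTA wells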
mIAP activ – activators of mouse IAP, primary screen, biochemical, luminescence, uHTS | 330,000 compounds, 0.24% hits | muIAP, CDP-Star luminescence, 30 min; active compounds read high; 1 = vehicle-only enzyme signal, 0 = enzyme-free wells | AID 2805, 2010 | intestinal alkaline phosphatase [Mus musculus] | activation factor at 10 µM;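 active means activation factor of at least 2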; further: the source names both 10 and 20 µM as test concentration; values of inactives mirror those of a sister screen read the other way
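Assay system: mouse IAP enzyme; reagent: chemiluminescent substrate CDP-Star; dosing: test compounds delivered from DMSO solution; schedule: 30 min at room temperature; measured by: luminescence from enzymatic CDP-Star hydrolysis; controls: DMSO-only wells and no-enzyme negative control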
beta cell repl – inducers of MIN6 beta-cell proliferation, primary screen, ATP luminescence, uHTS | MIN6 cells proliferation, ATPlite luminescence, 48 h; cells starved in 0.2% serum; 100% = growth in 10% serum | proliferation, % at 10 µM | 330,000 compounds, 0.29% hits | AID 2380, 2010;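 active means compounds whose signal lies at least 3.5 SD above the mean of all wells on their plate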;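 further: 0% = DMSO-treated cells in low-serum medium and 100% = 10% serum control; some compounds called inactive have numbers as strong as hits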
mIAP block – inhibitors of mouse IAP, primary screen, biochemical, luminescence, uHTS; AID 2806, 2010; inhibition, % at 10 µM; purified mouse IAP, CDP-Star luminescence, 30 min; 330,000 compounds, 0.2% hits; intestinal alkaline phosphatase [Mus musculus];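 active means inhibition of at least 40% at 10 µM in the primary screen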;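 further: plate controls were DMSO with enzyme for no effect and no enzyme wells for full effect; values of inactives mirror those of a sister screen read the other way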
hIAP inh – human IAP inhibitors, primary screen, biochemical, luminescence, uHTS; Intestinal-type alkaline phosphatase (Homo sapiens), P09923; purified IAP, CDP-Star luminescence, 30 min; 330,000 compounds, 0.12% hits; inhibition, % at 10 µM;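 active means inhibition reaching a set limit with compound at 10 µM in the primary screen, cut at about 35% in these data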;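 further: plate controls were DMSO wells with enzyme for no effect and no-enzyme buffer wells for full effect; values of inactives mirror those of a sister screen read the other way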
APOBEC3A inh – APOBEC3A ssDNA deaminase inhibitors, primary screen, selectivity assay for APOBEC3G inhibitor project, biochemical, FAM/TAMRA oligo cleavage fluorescence. recombinant A3A, FAM/TAMRA ssDNA deamination fluorescence. inhibition, % at 20 µM. 330,000 compounds, 0.41% hits;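 active means at least 40% inhibition at 20 µM here, with at most 30% in a related deaminase screen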;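 further: plate controls were A3A with DMSO for no effect and wells lacking A3A enzyme for full effect; some results filed as inactive read as strong as hits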
Target sequence (P31941 whole entry, looked up): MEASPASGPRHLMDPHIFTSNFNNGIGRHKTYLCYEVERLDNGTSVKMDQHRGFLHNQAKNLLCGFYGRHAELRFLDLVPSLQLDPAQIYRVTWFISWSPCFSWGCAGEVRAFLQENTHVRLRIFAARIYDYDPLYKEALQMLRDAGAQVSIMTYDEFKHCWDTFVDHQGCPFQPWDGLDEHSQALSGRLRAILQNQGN
* marks the source's active call; other numbers are inactive results; nt = not tested or not shown.

SMILES	GRIN3A LBD mod	hIAP activ	APOBEC3G inh	MPTP inh	mIAP activ	beta cell repl	mIAP block	hIAP inh	APOBEC3A inh
CCOc1ccc2[nH]c(=O)c(CN(CC3COCCO3)C(=O)c3ccco3)cc2c1 (stereo unspecified)	-1	0.97	2	-0.3	0.97	2	3	3	1
Cc1csc(NC(=O)[C@@H](NC(=O)c2ccccc2)C(C)C)n1	0	1.1	-6	-0.3	1.1	0	-6	-10	4
O=C(Oc1ccccc1)N1CCOCC1	2	1	-4	0.1	0.91	-3	9	0	-5
O=C(CN1CCN(S(=O)(=O)c2ccc(Cl)cc2)CC1)NC1CC1	-4	1	-1	2.0	1.1	-1	-11	-4	-5
Cc1ccc(NC(=O)c2nc[nH]c2C(=O)NCCN(CCNC(=O)c2[nH]cnc2C(=O)Nc2ccc(C)cc2)CCNC(=O)c2[nH]cnc2C(=O)Nc2ccc(C)cc2)cc1	16*	1.6	-5	1.0	1.2	-6	-16	-65	-2
C/C(=C\C(=O)c1ccc(Br)cc1)N1CCCCC1	-1	1.1	-6	-0.1	0.95	0	5	-7	-3
O=C(NNC(=O)c1cc(Cl)ccc1O)c1cccs1	-4	1.7	-4	1.1	0.72	-1	28	-71	-2
O=C(NC1CCCCC1)N1CCC(n2cnc3ccccc32)CC1	1	1.2	0	-0.3	0.91	2	9	-16	-1
O=C1CC2(CCN(C(=O)c3ccc(F)c(F)c3)CC2)Oc2ccccc21	1	0.99	1	-0.8	0.99	-5	1	1	0
Fc1ccc(CNC(=S)Nc2ccc(Cl)cc2)cc1	-4	0.96	-1	65*	1.8	-4	-83	4	-2
Cc1cccc(NC(=O)CN2CCC(C(=O)c3ccc4c(c3)OCCO4)CC2)c1	-1	1.1	-7	1.0	1.1	-2	-6	-6	1
Cc1ccccc1-c1cc(C(=O)NCc2ccc3c(c2)OCO3)n(CC2CC(c3cccnc3)=NO2)n1 (stereo unspecified)	-2	0.99	-11	-0.1	1.3	-4	-29	0	-1
CC(C)(C)N1C(=O)Cc2c1nc(N)c1c(N)nc(N3CCCCC3CO)c(C#N)c21 (stereo unspecified)	-11	0.95	-9	-2.5	0.92	-4	8	5	-4
CC(=O)c1ccc(Nc2ccc(-c3ccccc3C)nn2)cc1	-1	0.95	-5	1.2	0.95	-3	5	5	-2
CCCCOc1cccc(-c2nnc(NC(=O)CSc3ccc(C)cc3)s2)c1	1	0.73	0	-1.8	1	0	-5	26	-4
CCc1cc(=O)oc2cc(C)cc(OCC(=O)NC(Cc3ccc(Cl)cc3)C(=O)O)c12 (stereo unspecified)	2	1	-7	0.4	0.88	7	12	0	2
COC(=O)C1=C(O)C2(C(=O)O)CC(C(=O)OC)=C(O)C(C(=O)O)(C1)C2	2	1	0	1.4	1	1	0	0	3
O=C(OCC(=O)N1CCOCC1)c1cc(=O)[nH]c2ccccc12	-1	1.2	-4	-0.6	0.99	-1	1	-15	-3
CCC(C)NC(=O)c1cn(CC)c2cc(N3CCN(C)CC3)c(F)cc2c1=O (stereo unspecified)	-1	1.1	-10	2.5	1.1	0	-6	-14	-5
COc1ccccc1N1CCN(c2cc(=O)n(-c3ccc(Br)cc3)c(=O)[nH]2)CC1	1	0.91	-2	16	0.96	1	4	9	-3

Some entries already given, limited to MPTP inh:
Structure | MPTP inh
Cc1ccccc1-c1cc(C(=O)NCc2ccc3c(c2)OCO3)n(CC2CC(c3cccnc3)=NO2)n1 (stereo unspecified) | -0.1
CC(C)(C)N1C(=O)Cc2c1nc(N)c1c(N)nc(N3CCCCC3CO)c(C#N)c21 (stereo unspecified) | -2.5

Next entries follow:
SMILES	GRIN3A LBD mod	hIAP activ	APOBEC3G inh	MPTP inh	mIAP activ	beta cell repl	mIAP block	hIAP inh	APOBEC3A inh
CCc1ccc2[nH]c(C(=O)N(C)c3ccc(F)cc3F)cc2c1	1	0.95	-4	0.7	0.95	-3	5	5	-1
COc1ccc(N2CCN(C(=O)c3cc4c(=O)n(Cc5ccccc5)ccc4nc3C)CC2)cc1	2	1.2	-2	1.2	0.91	-7	9	-18	2
O=C(CCC1CCN(Cc2ccc(Cl)cc2)CC1)NC1CC1	0	0.96	-5	0.2	1.1	3	-7	4	1
Cc1c(CC(=O)O)c(=O)oc2cc3occ(-c4ccc(F)cc4)c3cc12	0	0.87	-8	0.7	0.98	-3	2	13	-5
CN(C)C(=O)c1nc(C#N)c(N(C)C)o1	-2	1.1	0	0.6	1	-2	0	-15	1
CN(C(=O)CC1C(=O)NCCN1Cc1cccc(C(F)(F)F)c1)C1CCOCC1 (stereo unspecified)	1	1	-8	-1.3	1	0	-2	-3	-2
CS(=O)(=O)N(CC(=O)N1CCOCC1)Cc1ccccc1	0	0.91	-3	-0.1	1.1	-2	-11	9	-3
C[C@H](CO)N1C[C@H](C)[C@@H](CN(C)Cc2ccccc2)Oc2c(NC(=O)Cc3ccccc3)cccc2C1=O	-1	0.77	-6	7.0	1.1	0	-9	23	-4
O=C(N/N=C/c1ccc(OC(=O)c2cccc(F)c2)cc1)c1cccnc1	0	0.96	-1	-0.3	0.93	-2	7	4	2
CCCCc1ncc(CN2CCC(CC3CCCCO3)(C(=O)OCC)CC2)[nH]1 (stereo unspecified)	1	1.2	-6	-3.6	1.1	-4	-13	-22	-2
Cc1ccccc1-n1ncc2c(SCC(=O)NC3CCCC3)ncnc21	-1	0.84	0	80*	0.99	0	1	16	5
C(=N\Nc1nc2ccccc2s1)/c1ccco1	-7	1.1	-4	1.0	0.97	-3	3	-12	-2
O=C(NC(C(=O)c1ccccc1)n1c(=O)cc[nH]c1=S)c1ccccc1 (stereo unspecified)	0	0.88	-4	0.2	1.1	-1	-14	12	-6
O=C1CC(C(=O)N2CCN(c3ccc(F)cc3)CC2)CN1CCc1ccccc1 (stereo unspecified)	-2	0.9	-9	0.5	1	0	-1	10	-4
Cc1cccc(NC(=S)NCc2cccs2)c1C	1	0.95	1	0.5	1.1	-2	-14	5	1
O=C(Nc1cnn(Cc2ccc(Cl)cc2)c1)c1cccs1	-1	1	-3	2.5	0.91	0	10	0	1
CCOC(=O)c1oc2cc(C)cc(C)c2c1C	1	1.3	-7	1.0	1.1	3	-6	-28	-2
O=C(CCS(=O)(=O)c1ccccc1)Nc1ccc(S(=O)(=O)Nc2nccs2)cc1	-4	1.1	-2	-0.5	1	-3	-4	-7	-1
CC(=O)c1cc(F)c(N2CCN(c3ccc([N+](=O)[O-])cc3F)CC2)cc1C	2	1.2	4	2.9	0.96	-4	4	-16	1
COc1ccc(C(=O)NCCSCc2ccco2)cc1OC	3	0.86	-1	0.6	0.97	-2	3	14	3
CC(=O)c1ccc(OCCCC(=O)N2CCN(S(=O)(=O)c3cccs3)CC2)cc1	4	0.9	-4	-0.3	0.94	-3	6	10	2
COCCNC(=O)c1c(N)n(CCC2=CCCCC2)c2nc3ccccc3nc12	-11	1	-10	-0.4	1	-2	-3	-1	-7
O=C(NCCC1=CCCCC1)C1CCN(S(=O)(=O)c2cnc[nH]2)CC1	-22	0.98	0	0.9	0.94	0	6	2	2
O=C(NC1CC1)c1c[nH]c2ccc(S(=O)(=O)Nc3cccc(C(F)(F)F)c3)cc2c1=O	11*	0.94	-4	-2.7	0.98	-2	2	6	4
CCc1nnc(NC(=O)C2CCN(c3nc(C)cc(C)n3)CC2)s1	3	0.94	-2	1.8	1.1	1	-8	6	0
O=C(NC(=O)c1c(F)cccc1F)Nc1ccccc1SC(F)F	7	0.98	-9	0.5	0.96	1	4	2	-2
CC(C)Oc1ccc(C(=O)NC2CCN(Cc3ccccc3)CC2)cc1	-3	1.2	1	0.1	0.94	-1	6	-21	5
CC(C)C(=O)NC(c1ccco1)c1c(O)ccc2ccccc12 (stereo unspecified)	1	0.83	-5	2.8	0.96	-3	4	17	3
COc1ccc(N2C(=O)CC(N3CCN(c4ccccc4OC)CC3)C2=O)cc1 (stereo unspecified)	6	1	-6	4.1	0.99	-3	1	-3	-8
COc1ccc(N2CC(O)=C(c3nc4ccccc4s3)C2=N)cc1	-1	0.84	-6	0.9	0.96	-2	4	16	-2
CN(C(=O)COC(=O)Cc1c(Cl)cccc1Cl)c1c(N)n(Cc2ccccc2)c(=O)[nH]c1=O	0	0.99	-8	-1.1	0.86	3	14	0	15
COc1ccccc1NC(=O)N1CCN(c2ccccc2F)CC1	-2	1.1	-2	-1.0	0.97	7.3*	3	-7	14
CCC(OC(=O)c1cccs1)C(=O)NCc1ccc(C)cc1 (stereo unspecified)	0	0.78	5	-0.7	1	4	-4	22	4
Cc1c(N)c(=O)n(-c2ccccc2)n1C	-1	0.83	-4	-2.9	0.97	3	2	17	-4
O=C(CCSCCC(=O)NCc1ccco1)NCc1ccco1	-3	1.1	2	nt	0.85	-1	14	-12	14
CC(/C=N/NC(=O)c1cc(-c2ccccc2)nc2ccccc12)=C\c1ccco1	1	0.93	-4	-0.1	0.82	0	18	7	1
N=c1c2c(-c3ccccc3)c(-c3ccccc3)n(Cc3ccco3)c2ncn1CCCN1CCOCC1	-2	1.1	-4	71*	1	-6	-4	-7	3
COc1ccc(-c2nc3ccc(C)cn3c2NCc2ccccc2)cc1SC1CCCCC1	-40	1.1	-11	98*	0.79	-9	21	-12	-2
CC(=O)N/C(=C/c1ccccc1)C(=O)NCCO	-1	0.99	-6	-0.6	0.93	3	7	1	-1
CCc1ccc(NC(=O)C2CCCN2S(=O)(=O)c2ccc3c(c2)n(C)c(=O)c(=O)n3C)cc1 (stereo unspecified)	-1	1.2	-1	-0.1	0.94	0	6	-15	4
CCn1c(Cc2ccccc2)nnc1SCC(=O)Nc1ccc(N)cc1	-4	0.86	7	-1.7	1.1	-3	-6	14	4
Cc1cc(C)c(C)c(OCC(=O)NCc2nc(-c3ccccc3)no2)c1	-12	1	-6	0.8	0.98	0	2	-3	-1
O=C(O)c1ccccc1Nc1ccc2nonc2c1[N+](=O)[O-]	2	0.94	-2	2.0	1	6	-3	6	2
CCc1cc2c(=O)n(-c3ccccc3)c(SCC(=O)O)nc2s1	0	1.2	-6	-1.0	1	-4	-3	-21	-12
CN1CCN(NC(=O)c2cccc(S(=O)(=O)N3CCCCCC3)c2)CC1	0	0.95	-2	0.5	1	-4	-1	5	2
CCOc1ccc(NC(=O)CSc2nnc(NC(=O)C3CC3)s2)cc1	9	0.89	-7	-1.7	0.97	-3	3	11	-1
Cc1cc(C(=O)CSc2nnnn2-c2ccccc2)c(C)n1-c1ccc2c(c1)OCO2	-1	0.83	-2	9.5	0.9	-5	10	16	4
CCC1Oc2ccccc2N(CC(=O)NCCCN2CCCC2)C1=O (stereo unspecified)	-1	1.1	-3	-0.6	1	-3	0	-12	-2

High-throughput results: PubChem, Sanford-Burnham Center for Chemical Genomics
